PAFAH2 inh: inhibitors of human PAFAH2. hit rate 0.99% among 340,000. Q99487. recombinant PAFAH2, FP-rhodamine activity probe, fluorescence polarization. inhibition, % at 3.39 µM;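 active = inhibition above the mean over all tested compounds plus 3 SD, cut at about 30% in these data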;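 also: inhibitors block probe labeling of enzyme so polarization drops; 0% = enzyme with DMSO and 100% = wells lacking PAFAH2 protein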
core dimer inh: HCV core protein dimerization inhibition | TR-FRET GST/Flag-core106 dimerization, 1536-well | AID 1899 | inhibition, % at 5 µM | hit rate 0.33% among 300,000;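 active = inhibition above the mean of all tested compounds plus 3 SD, set per screening campaign, cut at about 45% in these data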
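test system = GST/Flag-tagged HCV core106 proteins | probe or stimulus = Eu donor and XL665 acceptor anti-tag antibodies | times = compound-protein-antibody incubation 4 h at 22.5 °C | signal = TR-FRET, excitation 340 nm, emission 617 and 671 nm | measure = percent inhibition of core106 dimerization signal | controls = wells lacking GST-core106 and wells with excess unlabelled core106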
procasp7 counter: counter-screen for procaspase-3 activators: activators of human procaspase-7 | P55210 | recombinant procaspase-7, Ac-DEVD-pNA absorbance 405 nm; D23A/D198A/D206A triple mutant, cannot self-cleave; scale: DMSO 0, 5 µM enzyme 100 | activation, % at 8.5 µM | hit rate 0.093% among 330,000 | AID 463210;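 active = percent activation above the screen-wide mean plus 3 SD, cut at about 25% in these data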
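Assay system: Uncleavable procaspase-7 mutant enzyme / Input: 2 µM procaspase-7 mutant as dispensed / Dosing: single nominal 8.5 µM compound dose, 0.8% DMSO final / Timing: 1 h enzyme–compound preincubation and 2 h substrate reaction, both 25 °C / Detection: p-Nitroaniline absorbance at 405 nm, read at 0 and 120 min / Replication: singlicate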
PP5 inh: PP5 (human) phosphatase inhibition; P53041; purified PP5c, OMFP substrate fluorescence; inhibition, % at 6.7 µM; hit rate 0.18% among 320,000;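 active = inhibition above the campaign's mean inhibition across all tested compounds plus 3 SD, cut at about 9.5% in these data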;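 also: 0% = DMSO only and 100% = 100 µM cantharidin control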
AHR act: human AHR activation. hit rate 2.5% among 320,000. AID 2796. activation, % at 5 µM. AHR-responsive luciferase reporter cells, luminescence; in the data active = activation above about 47%;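 also: 0% = vehicle wells and 100% = reference agonist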
Target sequence (P35869 whole entry, looked up): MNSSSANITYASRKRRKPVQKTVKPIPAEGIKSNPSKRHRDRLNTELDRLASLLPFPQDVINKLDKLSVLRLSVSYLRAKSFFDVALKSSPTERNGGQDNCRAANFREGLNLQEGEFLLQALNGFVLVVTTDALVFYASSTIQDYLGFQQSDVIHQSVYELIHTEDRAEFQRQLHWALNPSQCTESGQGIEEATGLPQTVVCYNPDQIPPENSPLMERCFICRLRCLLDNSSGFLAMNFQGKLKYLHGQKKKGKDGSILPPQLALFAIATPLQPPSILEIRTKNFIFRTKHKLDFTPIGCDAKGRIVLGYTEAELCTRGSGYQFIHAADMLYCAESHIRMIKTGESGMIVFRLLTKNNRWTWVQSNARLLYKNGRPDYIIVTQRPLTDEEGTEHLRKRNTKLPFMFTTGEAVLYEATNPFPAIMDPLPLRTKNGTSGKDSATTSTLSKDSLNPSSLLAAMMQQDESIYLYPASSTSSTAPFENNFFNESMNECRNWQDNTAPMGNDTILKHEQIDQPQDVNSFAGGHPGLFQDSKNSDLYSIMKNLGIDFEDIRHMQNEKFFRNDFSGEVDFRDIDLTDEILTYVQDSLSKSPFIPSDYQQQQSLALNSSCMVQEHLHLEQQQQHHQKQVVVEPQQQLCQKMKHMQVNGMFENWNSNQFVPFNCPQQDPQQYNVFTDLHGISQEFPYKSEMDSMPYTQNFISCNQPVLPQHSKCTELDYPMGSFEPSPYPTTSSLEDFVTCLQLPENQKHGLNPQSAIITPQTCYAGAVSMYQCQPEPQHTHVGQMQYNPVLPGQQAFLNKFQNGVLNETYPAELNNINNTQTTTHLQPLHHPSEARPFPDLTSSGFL
TPT1 inhibitor: inhibitors of Candida albicans tRNA 2'-phosphotransferase TPT1; recombinant caTPT1, FP RNA substrate dephosphorylation; inhibition, % at 5 µM; hit rate 0.81% among 300,000;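 active = inhibition above the mean of all tested compounds plus 3 SD, set per screening campaign, cut at about 24% in these data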;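 also: plate controls were DMSO alone for no effect and ferristatin control at 100 nM for full effect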
PP1 inh: PP1-alpha (human) inhibition in PP5 counter-screen. purified PP1alpha, OMFP fluorescence. inhibition, % at 6.7 µM. P62136. hit rate 0.9% among 320,000;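 active = inhibition above the mean inhibition of all tested compounds plus 3 SD, computed separately for each screening campaign, cut at about 15% in these data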
Fh CTSL1 inh: counter-screen for PFM18AAP inhibitors: inhibitors of F. hepatica cathepsin L1; recombinant F. hepatica cathepsin L1, Z-Leu-Arg-MCA fluorescence; inhibition, % at 5.96 µM; hit rate 0.49% among 300,000; AID 1906;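 active = inhibition above the mean of all tested compounds plus 3 SD, set per screening campaign, cut at about 17% in these data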;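 also: 0% = plate median of test compound wells and 100% = 1 µM Z-Phe-Ala-diazomethylketone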
proCasp3 act: activators of human procaspase-3. P42574. recombinant procaspase-3 D3A, Ac-DEVD-pNA absorbance 405 nm. activation, % at 8.5 µM. hit rate 0.11% among 330,000. AID 463141;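 active = activation above the mean of all tested compounds plus 3 SD, cut at about 21% in these data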;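 also: 0% = DMSO alone and 100% = DMSO wells spiked with extra 5 µM PC-3 D3A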
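assay system = Procaspase-3 D3A mutant | signal = absorbance at 405 nm, 0 and 120 min | times = 1 h preincubation plus 2 h reaction at 25 °C | repeats = single replicate | read-out = % activation between DMSO and enzyme-spiked controls | medium = Zinc-free HEPES saline buffer with Triton X-100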
An asterisk follows results filed as active; x = not tested or not shown. The order is random, and some 5.6% of all compounds hit somewhere here.

SMILES	PAFAH2 inh	core dimer inh	procasp7 counter	PP5 inh	AHR act	TPT1 inhibitor	PP1 inh	Fh CTSL1 inh	proCasp3 act
NC(=O)CSc1nnc(COc2cccc3ccccc23)o1	1	5	11	-1.3	0	-4	-3	-3	3
COc1ccccc1CNc1ncnc2sccc12	5	-10	-5	1.9	-5	-4	1	1	6
CN1CCc2c(sc3c2c(=O)n(-c2ccccc2)c2n[nH]c(=S)n32)C1	6	-1	-13	2.6	-1	0	-3	-1	-10
ONC=Nc1cccc2nonc12	-7	-14	-4	-0.1	1	2	1	2	-5
CC1CCN(S(=O)(=O)N2CCC(C(=O)N3CCC(N(C)CC4CCCO4)CC3)CC2)CC1 (configuration not stated)	2	-2	9	-0.2	0	-3	-4	1	-5
Cc1cccc(N(CC(=O)NCc2ccco2)C(=O)CCC(=O)Nc2nccs2)c1	-5	1	-7	0.0	5	2	-1	4	-6
CCOC(=O)Cc1csc(N/C(=N/S(=O)(=O)c2cc(Br)ccc2OCC)c2ccccc2)n1	6	1	-9	0.9	1	-2	-2	-2	4
O=c1[nH]c(=O)n(Cc2ccco2)c2c1C(C(F)(F)F)(C(F)(F)F)N=C(C1CCCCC1)N2	-4	-2	3	0.0	0	-3	0	-1	2
COc1ccc(C(=O)CSc2nnc(CNC(=O)c3ccc(S(=O)(=O)N(C)C)cc3)o2)cc1	2	3	-5	2.9	8	-2	-8	5	-5
Cc1ccc(CN(C(=O)Cc2cccs2)C(C(=O)NC2CCCC2)c2ccncc2)cc1 (configuration not stated)	0	1	-14	-0.3	0	-2	-1	4	3
Cc1ccc(NC(=O)C2CC2c2ccccc2)cc1 (configuration not stated)	-3	-8	6	2.0	4	-4	4	-8	-1
Cc1ccccc1NCc1ccccc1O	5	-15	-6	4.9	-4	-3	-1	-1	5
c1ccc(-n2ncc(-c3nn[nH]n3)n2)cc1	-5	-2	9	-2.4	0	-1	-2	3	0
Cc1ccc(C(=O)OCC(=O)NC(=O)c2ccccc2)o1	6	1	0	-1.4	2	1	-7	-12	4
CN1C(=O)c2ccc(C(=O)NCc3ccccc3)cc2C1=O	11	9	0	0.7	-2	0	-3	-2	-11
CCOC(=O)c1c(C)[nH]c(C)c1C(=O)CSc1nc(N)cc(N)n1	-3	-11	0	-2.5	4	-7	-3	4	2
C=CCN1C2CCCC1CC(NC(=S)Nc1cccc(OC)c1)C2 (configuration not stated)	1	3	4	0.3	0	-1	-2	-3	-2
CC1=NN(C(=O)c2ccc(Cn3cc([N+](=O)[O-])cn3)cc2)C(O)(C(F)(F)F)C1 (configuration not stated)	-1	-9	-2	1.6	0	-2	0	-4	10
C/C(N)=C(/C#N)C(=O)CSc1nc(-c2ccccc2)c(-c2ccccc2)o1	-6	-14	-37	1.9	12	-5	0	4	-17
CN1CCN(C(=O)C23CCC(C)(C(=O)C2Br)C3(C)C)CC1 (configuration not stated)	-4	-1	-4	0.0	1	-2	-7	-1	7
NS(=O)(=O)c1ccc(NC(=O)COC(=O)CCCN2C(=O)c3cccc4cccc(c34)C2=O)cc1	-6	x	14	x	-1	x	x	x	7
COc1cc(NC(=O)CSCC(=O)Nc2cc(OC)cc(OC)c2)cc(OC)c1	x	-4	9	4.1	33	2	-4	-5	-6
COc1ccc(OCC(=O)OCC(=O)NCC2CCCCC2)cc1	4	x	1	3.5	-1	x	-3	x	-2
Cc1cc(C)nc(SCc2cc(=O)c(OC(=O)c3ccc(S(=O)(=O)N(C)C)cc3)co2)n1	-2	-1	-11	-0.3	1	2	-4	-4	-8
CCc1ccc(S(=O)(=O)c2ccc(-n3nc(C)cc3N)cc2)cc1	-5	0	1	1.7	-2	0	-2	-2	-1
CCn1c(=O)cc(OCC(=O)NC2CC2)c2ccccc21	-15	-6	-6	-4.1	97*	0	-4	1	3
O=C(CSC1=NS(=O)(=O)c2ccccc2N1)Nc1ccccc1F	0	2	9	1.2	0	-1	-5	2	5
Cc1cc2nc(C(F)(F)F)cc(-c3cccs3)n2n1	-2	-3	4	0.0	3	0	0	2	2
CC1(C)Cc2c(sc3ncnc(N)c23)CO1	0	-3	-2	1.9	3	0	-2	-2	6
CC(=O)Nc1ccc(NC(=O)CSc2ncnc3sc(C)c(C)c23)cc1	0	2	1	0.9	0	0	0	-1	3
CC1=Nc2ccccc2/C1=C/c1nc(-c2ccc(C)s2)oc1O	10	-1	-2	1.1	8	166*	-1	25*	11
CCOC(=O)C1C(=O)NC(c2ccccc2)=NC1c1ccc(OC)cc1 (configuration not stated)	-1	0	1	2.8	5	1	-2	1	4
Cc1ccc(S(=O)(=O)Nc2ccc(NC(=O)CN3CCCCC3)cc2)cc1	2	-1	3	1.3	1	-4	1	6	7
CC1CCCCN1CCCNC(=O)C1CCCN(c2ncnc3c2nc2n3CCCCC2)C1 (configuration not stated)	-2	-3	6	-0.1	-2	2	1	0	8
O=C(/C=C(/c1ccc(Cl)cc1)n1cncn1)c1ccccc1	8	-4	5	1.6	64*	-1	1	-1	9
CC(C)COc1ccc(/C(O)=C2/C(=O)C(=O)N(CCN(C)C)C2c2ccncc2)cc1 (configuration not stated)	12	-1	6	0.8	1	1	1	-1	-1
CC(C)c1nnc(NC(=O)c2ccc3ccccc3c2)s1	-1	7	2	1.4	19	4	3	0	4
CO/N=C/c1c(-c2ccc(Cl)cc2)nc2cc(C)ccn12	7	1	7	0.7	-3	1	1	5	7
CCOC(=O)c1c(NC(=O)COc2cccc3c2CCN(C)C3=O)sc2c1CCC2	6	16	-4	3.5	39	-1	15	2	10
Cc1ccc2nc(Nc3ccccc3O)nc(-c3ccccc3)c2c1	4	6	12	-0.1	-2	2	-2	1	-15
Cc1cc(NC(=O)C2CC(c3ccccc3Cl)=NO2)no1 (configuration not stated)	-3	-9	-8	0.5	2	-2	0	-3	-10
N#Cc1c(NC(=O)CSc2n[nH]c(N)n2)oc(-c2ccccc2)c1-c1ccccc1	-3	6	7	6.7	15	2	5	3	-3
Cc1cccc(NC(=O)COc2cccc3c2CCN(C)C3=O)c1C	9	1	6	0.8	7	-2	-1	-2	3
O=C(COc1ncnc2scc(-c3ccc(Cl)cc3)c12)NCc1ccco1	-2	15	-10	2.5	4	2	-3	1	-10
Cc1cc(C)c(C)c(S(=O)(=O)N2CCN(CC(=O)NC(=O)NCc3ccccc3)CC2)c1C	7	11	14	3.6	3	1	-3	-3	-4
Oc1ccc2n[nH]nc2c1	-1	9	-13	3.3	1	-1	-2	-6	-8
O=C(Nc1ccc(Cl)cn1)Nc1cccs1	2	-1	0	1.3	15	-2	0	2	11
CC1=NN(c2ccccc2)C(=O)/C1=C/c1cccc(C)c1	17	-10	12	3.9	7	-5	2	-5	7
COc1ccc(N2CCN(C(=O)c3ccc(C(C)(C)C)cc3)CC2)cc1	-2	13	5	0.9	4	-4	-1	0	2
O=C(Cn1cc([N+](=O)[O-])cn1)N1CCCc2ccccc21	3	-6	-2	-1.1	5	-1	7	-1	-5
Cc1nn(CC(=O)Nc2ccc3c(c2)OCO3)c(C)c1Cl	1	13	17	1.8	31	-2	-7	0	0
CC1CCN(C(=O)CN2C(=O)c3cccc4cccc(c34)C2=O)CC1	-1	0	3	-0.8	24	1	9	2	-9
COc1ccc(C)cc1NC(=O)C1CCCN1S(=O)(=O)c1ccc2c(c1)CCC(=O)N2 (configuration not stated)	-3	9	3	4.5	38	1	4	-5	-10
CCO[C@H]1OC(C(=O)O)=C[C@@H](c2ccc3c(c2)OCO3)[C@@H]1CCCO	6	-4	-5	4.8	-1	4	-3	0	-4
O=C(N1CCN(Cc2ccc3c(c2)OCO3)CC1)C12CC3CC(CC(C3)C1)C2	x	9	5	2.3	4	0	-3	-6	-1
Cc1c(C(=O)c2ccccc2C(=O)O)sc2ccccc12	3	4	-1	-0.4	0	-4	-2	0	-2
COc1cccc(CNC(=O)C2CCC(=O)N(CCc3cccc(F)c3)C2)c1 (configuration not stated)	0	6	4	0.6	-2	2	-3	1	1
COCCn1c(=O)c2ccccc2c2ccccc2c1=O	-2	4	11	2.9	2	1	-3	5	0
Cc1ccc(OCc2nnc(SCC(=O)c3ccccc3)n2-c2ccccc2)cc1	8	11	-6	4.5	-1	-2	10	-2	-15
CCOc1ccccc1NC(=O)c1ccccc1-c1nc(-c2ccccc2)no1	9	2	10	4.0	42	-1	8	1	4

Further compounds
SMILES	PAFAH2 inh	core dimer inh	procasp7 counter	PP5 inh	AHR act	TPT1 inhibitor	PP1 inh	Fh CTSL1 inh	proCasp3 act
O=C(COC(=O)CCN=C1NS(=O)(=O)c2ccccc21)NNC(=O)c1ccc(Cl)cc1	5	x	0	1.4	-1	x	-1	x	1
CN(CC(=O)NCCN1CCN(Cc2ccccc2)CC1)S(=O)(=O)c1cccc2nsnc12	7	-2	10	3.4	0	3	0	3	5
C=CCN(CC=C)C(=O)COC(=O)c1ccc(Sc2ncn[nH]2)c([N+](=O)[O-])c1	6	-1	8	2.3	0	2	-2	-21	6
CCc1cc2c(SC(C)C(=O)NC3CCCC3)ncnc2s1 (configuration not stated)	-5	x	17	x	10	x	x	x	4
COc1ccc(/C=C/CN2CCC(CO)(Cc3ccccc3Cl)CC2)cc1	-3	-10	-3	3.5	18	2	-9	-4	-3
COc1ccc(OCc2nnc(SCC(=O)NCc3ccco3)o2)cc1	-3	1	9	-2.2	25	6	-3	0	6
COc1ccccc1C(=O)N(CCN(C)C)c1nc2cc(C)cc(C)c2s1	5	-3	-1	-0.7	8	-3	0	3	11
Cc1ccc(NC(=O)CSc2nc(O)cc(=O)n2-c2ccc(C)cc2)cc1	0	10	-11	0.5	5	-1	25*	11	-4
CCOC(=O)c1sc(NC(=O)CCN2C(=O)c3cccc([N+](=O)[O-])c3C2=O)c(C(=O)OCC)c1C	-2	-2	-5	-1.0	3	-2	6	7	6
COC(=O)Cn1cc(/C=N/NC(=O)c2ccc(C#N)cc2F)c2ccccc21	2	0	-7	3.0	6	2	-2	-2	14
COC(=O)Cn1c(=O)c2c(nc3n2CC(C)CN3c2ccc(C)c(C)c2)n(C)c1=O (configuration not stated)	3	11	4	-2.6	0	4	1	3	1
